# High-throughput results deposited in PubChem by National Center for Advancing Translational Sciences (NCATS).
# RXFP1 antag – RXFP1 (human) relaxin receptor antagonism. HEK293-RXFP1, relaxin-stimulated cAMP HTRF, 30 min; hits give low values. activity change, negative = inhibition, % at 57.5 µM. 350,000 tested, 0.59% active;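 active = activity change of -60% or lower, but not beyond a set lower limit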; also: % is scaled to controls: 0 for no effect and ±100 for the full control effect
# RXFP1 ag – activates the human relaxin receptor RXFP1; Q9HBX9; HEK293T-RXFP1 cAMP TR-FRET, 30 min; response scale: percent of porcine relaxin response, buffer zero; Potency, µM (titrated, usually from 57.5 µM), for the others: at the top dose activation, actives largely listed as activators; 370,000 tested, 0.3% active; active = well fitted activation curve with a large enough effect; also: potency is read from the fitted curve at half-maximal effect; % is scaled to controls: 0 for no effect and ±100 for the full control effect; nearly all actives have a fitted effect of over 60% in size; many of its hits are not listed in these tables
#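 HEK293T cells stably expressing RXFP1 were pretreated with the PDE4 inhibitor Ro 20174, exposed to compounds for 30 min at 37C, lysed, and cAMP was read by TR-FRET. Data normalized to buffer (basal) and 29 nM porcine relaxin (100%).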
# D1 PAM – potentiators of human D1 dopamine receptor | 360,000 tested, 0.036% active | potentiation, % at 10 µM | HEK293 TREx D1 cells, calcium flux, dopamine EC20 potentiation; in the data active = potentiation above about 30%; also: 0% is about no effect
# Target sequence (P21728 whole entry, looked up): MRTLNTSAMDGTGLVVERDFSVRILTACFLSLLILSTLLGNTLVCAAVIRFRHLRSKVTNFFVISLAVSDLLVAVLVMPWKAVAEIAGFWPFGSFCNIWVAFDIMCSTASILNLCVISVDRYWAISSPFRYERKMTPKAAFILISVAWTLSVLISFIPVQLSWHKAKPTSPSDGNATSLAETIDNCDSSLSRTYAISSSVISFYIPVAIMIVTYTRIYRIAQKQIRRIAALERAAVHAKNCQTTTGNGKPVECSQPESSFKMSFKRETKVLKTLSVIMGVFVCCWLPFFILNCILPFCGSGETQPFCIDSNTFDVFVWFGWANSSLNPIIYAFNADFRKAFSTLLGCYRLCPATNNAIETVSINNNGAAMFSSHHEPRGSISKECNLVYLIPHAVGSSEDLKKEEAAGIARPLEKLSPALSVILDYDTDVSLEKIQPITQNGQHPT
# D2 antag – antagonizes the human D2 dopamine receptor | 340,000 tested, 2% active | inhibition, % at 10 µM | P14416 | HEK293 TREx D2 cells, calcium flux, dopamine EC80; in the data active = inhibition above about 30%; also: 0% is about no effect
#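 HEK293 T-REx D2 cells, tet-induced, calcium dye no-wash. Cpd pintool add, 180 s kinetic, then EC80 DA, 180 s kinetic. Ca flux read.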
# TRHR PAM – allosteric enhancers of human TRH receptor | P34981 | TRHR cells, fluo-8 calcium fluorescence, EC20 TRH enhancement | enhancement, % at 2 µM | 360,000 tested, 0.66% active; in the data active = enhancement above about 30%; also: 0% is about no effect
# Target sequence (P34981 whole entry, looked up): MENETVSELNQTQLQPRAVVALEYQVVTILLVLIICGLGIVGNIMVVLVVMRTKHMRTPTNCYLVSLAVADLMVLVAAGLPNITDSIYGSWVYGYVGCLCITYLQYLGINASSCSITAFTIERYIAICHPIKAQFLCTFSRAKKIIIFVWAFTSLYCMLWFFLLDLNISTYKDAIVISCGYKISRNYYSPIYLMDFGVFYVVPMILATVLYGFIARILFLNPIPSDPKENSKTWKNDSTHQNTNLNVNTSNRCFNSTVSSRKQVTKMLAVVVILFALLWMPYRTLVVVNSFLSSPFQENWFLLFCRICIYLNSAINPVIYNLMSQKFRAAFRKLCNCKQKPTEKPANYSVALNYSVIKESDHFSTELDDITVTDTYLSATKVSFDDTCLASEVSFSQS
#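 Enhancer read-out: after compound pinning and an initial kinetic agonist-mode read, an EC20 of TRH (10 nM final) was injected and fluo-8 calcium signal (Ex 480/Em 530) followed at 1 s/cycle for 100 cycles in TRHR-expressing cells.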
# D2 agonist – agonists of human D2 dopamine receptor; 340,000 tested, 0.53% active; activation, % at 2 µM; HEK293 T-REx D2 cells, calcium flux agonist mode; AID 485358;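 active = activation over 3 SD above normal in the single-dose calcium agonist read, cut at about 30% in these data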; also: 0% is about no effect
#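 Tetracycline-induced HEK293 Trex cells with D2 receptor force-coupled to calcium signaling, plated overnight at 30 C and loaded with no-wash calcium dye. Calcium flux read kinetically for 180 s after compound addition; responses flag agonists.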
# D1 ag – agonists of human D1 dopamine receptor. P21728. HEK293 T-REx D1 cells, calcium flux, agonist mode. activation, % at 2 µM. 360,000 tested, 1% active; in the data active = activation above about 30%; also: 0% is about no effect
#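 Tetracycline-induced HEK293 TREx D1 cells, force-coupled to calcium signalling, were dye-loaded with a no-wash calcium kit. Compound was pin-added after a 10 s baseline. Fluorescence was read kinetically at 1 cycle/s for 180 s, with calcium rises flagged as agonism.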
# D1 antagonist – blocks dopamine activation of the human D1 receptor | HEK293 TREx D1 cells, calcium flux, dopamine EC80; hits give low values | activity change, negative = inhibition, % at 10 µM | 360,000 tested, 3.2% active | AID 504652; in the data active = activity change below about -30%; also: % is scaled to controls: 0 for no effect and ±100 for the full control effect
#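 Tetracycline-induced HEK293 Trex D1 cells, force-coupled to calcium, dye-loaded; compounds added and read 180 s, then EC80 dopamine added and calcium flux tracked kinetically another 180 s.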
# D2 potentiator – positively modulates the human D2 dopamine receptor allosterically. P14416. HEK293 T-REx D2, calcium flux, EC20 dopamine potentiation. potentiation, % at 10 µM. 340,000 tested, 0.34% active. AID 485347;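 active = potentiation over 3 SD above the plate norm, cut at about 30% in these data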; also: 0% is about no effect
#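 Tetracycline-induced HEK293 T-REx cells force-coupled to calcium signalling expressed D2; compounds were pin-added after a 10 s baseline, read kinetically 180 s, then an EC20 dopamine challenge followed with a further 180 s calcium read.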
# * = called active by the depositor; / = not tested or not shown. An excerpt; count on the stated rates, not on these rows.
No.	molecule	RXFP1 antag	RXFP1 ag	D1 PAM	D2 antag	TRHR PAM	D2 agonist	D1 ag	D1 antagonist	D2 potentiator
1	CCOC(=O)n1c(SCC(=O)N(CC)CC)nc2ccccc21	-15	-1.2%	-2	18	-7	-0.4	-1	8	-10
2	COc1ccccc1CNC(=O)CCn1c(=O)[nH]c2ccsc2c1=O	-1	-1.8%	-1	11	-1	0.5	0	17	11
3	CCOC(=O)CCc1c(C)nc2c(-c3ccccc3)c(C)[nH]n2c1=O	/	5.5%	-1	/	-1	0.2	-1	13	-13
4	Cc1cc2oc(=O)cc(Cn3nnc(-c4ccc(Cl)cc4)n3)c2cc1C(C)C	/	1.6%	-8	7	-2	0.3	2	2	-2
5	Cc1ccc(CNC(=O)Nc2cccs2)cc1	-15	3.1%	2	7	1	0.1	3	-17	13
6	CC(=O)N1CCCC1c1nc2ccccc2n1Cc1cc(C)ccc1C (configuration not stated)	/	-5.5%	-2	/	3	-1.5	1	-5	2
7	Cc1ccccc1Cn1nc(C)c(NC(=O)/C=C/c2cnn(C)c2)c1C	10	3.1%	-4	-10	-1	1.7	3	5	8
8	CC(=O)Nc1ccc(NC(=O)Cn2cc3c(n2)CCCC3)cc1	-1	1.5%	3	-10	-3	0.1	1	8	-5
9	Nc1n[nH]c(CCCO)n1	-3	-0.4%	7	-16	5	0.7	3	4	11
10	CCC1Sc2ccc(S(=O)(=O)CCC(=O)NC3CCCCCC3)cc2NC1=O (configuration not stated)	5	0.1%	-3	-13	-2	-0.3	2	-7	15
11	CCCNC(=O)CCNC(=O)c1ccc(C(C)(C)C)cc1	3	-0.1%	1	6	-5	-0.6	1	-16	3
12	CC(=O)N1N=C2c3ccccc3CCC2C1c1cccs1 (configuration not stated)	-5	-0.6%	0	6	-6	-1.0	3	-12	-1
13	Cc1noc(C)c1S(=O)(=O)NCCN1CCN(c2ccccc2)CC1	4	0.2%	-3	33*	-5	31*	0	8	-17
14	COc1ccccc1C1=NOC(CN2C(=O)c3ccccc3S2(=O)=O)C1 (configuration not stated)	12	3.0%	-7	-6	-1	0.3	0	-19	-4
15	COc1ccccc1/C=C1\SC(=S)N(CCC(=O)N2CCN(C)CC2)C1=O	6	-1.8%	-8	-19	0	0.0	8	-5	-5
16	Cc1ccc(Nc2c(-c3ccco3)nc3ccc(C)cn23)cc1	-14	7.6%	0	/	-8	-1.0	-1	5	-5
17	COc1cc(Br)cc(/C=C/c2ccc3cccc(O)c3n2)c1O	5	0.0%	1	-7	8	0.4	7	-4	3
18	CCOc1ccc(N2C(=O)CC(n3nc(C)cc3C)C2=O)cc1 (configuration not stated)	1	0.3%	1	/	-1	/	-1	-11	/
19	O=C(Nc1cccc(S(=O)(=O)N2CCCCC2)c1)c1ccc2c(c1)OCO2	-3	4.5%	-1	2	0	0.1	4	-12	8
20	COC(=O)CCC(=O)N1CCCC(CNS(=O)(=O)c2ccc(OC)cc2)C1 (configuration not stated)	1	-0.2%	-7	3	1	1.6	0	5	6
21	CC(Oc1ccc(-c2ccccc2)c(F)c1)c1ccn(S(=O)(=O)c2ccc(Cl)cc2)n1 (configuration not stated)	-14	-0.1%	-3	-9	-5	0.7	14	18	13
22	Cc1ccc(N2CC(C(=O)Nc3nnc(SCCC4OCCO4)s3)CC2=O)cc1C (configuration not stated)	-9	-0.5%	4	/	4	/	2	2	-3
23	CN(C)CCn1c2c(c(SCC(=O)NCc3ccccc3)nc1=O)CCCC2	-6	-1.2%	0	-4	11	0.4	0	4	6
24	N#CC1=C(N)SC(N)=C(C#N)C1c1ccnc2ccccc12	-2	4.0%	-4	-12	-2	1.6	7	10	0
25	CC1CCCCC1NC(=O)Cn1[nH]c(=O)c2ccccc2c1=O (configuration not stated)	-2	3.4%	-2	1	10	0.1	3	2	-1
26	O=C(COc1ccc(Cl)cc1Cl)OCC(=O)c1ccc[nH]1	2	0.9%	-4	19	-3	-1.4	2	-12	5
27	CC1Sc2ccc(C(=O)Nc3ccc(S(=O)(=O)N(C)C)cc3)cc2NC1=O (configuration not stated)	-29	1.6%	-3	/	3	/	4	-5	-2
28	COCCNC(=S)N(CCc1c(C)[nH]c2ccc(F)cc12)Cc1ccc(C)cc1	-22	-1.3%	1	-20	-2	-2.1	-1	5	-5
29	COc1ccccc1N1CCN(C(=O)c2cc(-c3cccs3)on2)CC1	-10	-0.4%	-1	9	0	0.1	0	-15	-1
30	Cc1ccc(NC(=O)COC(=O)CC2SC(N3CCCC3)=NC2=O)cc1 (configuration not stated)	4	0.2%	/	6	-4	0.3	2	0	2

# 3 compounds from above, sorted by formula weight, smallest number first.
No.	molecule	RXFP1 antag	RXFP1 ag	D1 PAM	D2 antag	TRHR PAM	D2 agonist	D1 ag	D1 antagonist	D2 potentiator
16	Cc1ccc(Nc2c(-c3ccco3)nc3ccc(C)cn23)cc1	-14	7.6%	0	/	-8	-1.0	-1	5	-5
24	N#CC1=C(N)SC(N)=C(C#N)C1c1ccnc2ccccc12	-2	4.0%	-4	-12	-2	1.6	7	10	0
25	CC1CCCCC1NC(=O)Cn1[nH]c(=O)c2ccccc2c1=O (configuration not stated)	-2	3.4%	-2	1	10	0.1	3	2	-1

# The results go on:
# Results follow in this order: RXFP1 antag, RXFP1 ag, D1 PAM, D2 antag, TRHR PAM, D2 agonist, D1 ag, D1 antagonist, D2 potentiator
31	C=C(C)C1CC=C(C)/C(=N/NC(=O)COc2ccc(Cl)cc2)C1 (configuration not stated)
→ -4, 1.2%, -1, -15, 2, -0.4, 0, -12, -4
32	O=C(O)COc1ccccc1-c1nc(-c2ccccc2)c(-c2ccccc2)[nH]1
→ -11, 2.7%, -4, -2, 6, -0.2, 1, 12, 9
33	CC1(C)CC(=O)NC=C(c2ccccc2)C1
→ -6, 2.3%, -1, 2, -4, 0.1, 1, -2, -3
34	Cc1ccc(NC(=O)Cn2c(-c3cncs3)nc3ccccc32)c(Br)c1
→ -13, 2.3%, 6, /, -1, -0.8, 0, 3, 8
35	O=C(O)CSCc1ccc(C(=O)O)o1
→ -1, -1.2%, 0, 8, -4, 1.0, 1, -4, -4
36	Cc1ccc(S(=O)(=O)N(C)c2ccccc2C(=O)Nc2c(F)cccc2F)cc1
→ -5, 3.9%, -3, -12, -8, -0.2, 1, 2, -3
37	CCc1ccc(NC(=O)CSC2=Nc3ccccc3C3=NC(CCC(=O)NCCc4ccccc4)C(=O)N23)cc1 (configuration not stated)
→ -21, 10%, -1, /, -5, -0.1, 0, -20, 13
38	Cc1nc(Nc2nc(CSc3nc4ccccc4[nH]3)cc(=O)[nH]2)nc2ccccc12
→ -24, 4.8%, -7, 3, -5, -0.6, 2, -10, 0
39	COc1cc(SC)ccc1C(=O)Nc1ccon1
→ -9, 0.4%, 11, /, 0, /, -3, -9, /
40	Nc1nnc(N2CCCCCC2)s1
→ 5, -2.3%, 0, 11, 13, 1.4, -1, 22, -19
41	Cc1cccc(OCc2nnc(SCC(=O)N3c4ccccc4CC3C)n2C)c1C (configuration not stated)
→ -16, -3.6%, 0, /, -1, /, 14, 10, /
42	COc1cccc(NC(=O)c2c(F)cccc2F)c1
→ /, 0.4%, 4, 10, 1, 0.9, 1, -9, -11

# An excerpt from above in order of heavy-atom count, rising.
# Results follow in this order: RXFP1 antag, RXFP1 ag, D1 PAM, D2 antag, TRHR PAM, D2 agonist, D1 ag, D1 antagonist, D2 potentiator
9	Nc1n[nH]c(CCCO)n1
→ -3, -0.4%, 7, -16, 5, 0.7, 3, 4, 11
42	COc1cccc(NC(=O)c2c(F)cccc2F)c1
→ /, 0.4%, 4, 10, 1, 0.9, 1, -9, -11
24	N#CC1=C(N)SC(N)=C(C#N)C1c1ccnc2ccccc12
→ -2, 4.0%, -4, -12, -2, 1.6, 7, 10, 0
17	COc1cc(Br)cc(/C=C/c2ccc3cccc(O)c3n2)c1O
→ 5, 0.0%, 1, -7, 8, 0.4, 7, -4, 3
3	CCOC(=O)CCc1c(C)nc2c(-c3ccccc3)c(C)[nH]n2c1=O
→ /, 5.5%, -1, /, -1, 0.2, -1, 13, -13
14	COc1ccccc1C1=NOC(CN2C(=O)c3ccccc3S2(=O)=O)C1 (configuration not stated)
→ 12, 3.0%, -7, -6, -1, 0.3, 0, -19, -4
19	O=C(Nc1cccc(S(=O)(=O)N2CCCCC2)c1)c1ccc2c(c1)OCO2
→ -3, 4.5%, -1, 2, 0, 0.1, 4, -12, 8
4	Cc1cc2oc(=O)cc(Cn3nnc(-c4ccc(Cl)cc4)n3)c2cc1C(C)C
→ /, 1.6%, -8, 7, -2, 0.3, 2, 2, -2
36	Cc1ccc(S(=O)(=O)N(C)c2ccccc2C(=O)Nc2c(F)cccc2F)cc1
→ -5, 3.9%, -3, -12, -8, -0.2, 1, 2, -3
22	Cc1ccc(N2CC(C(=O)Nc3nnc(SCCC4OCCO4)s3)CC2=O)cc1C (configuration not stated)
→ -9, -0.5%, 4, /, 4, /, 2, 2, -3
37	CCc1ccc(NC(=O)CSC2=Nc3ccccc3C3=NC(CCC(=O)NCCc4ccccc4)C(=O)N23)cc1 (configuration not stated)
→ -21, 10%, -1, /, -5, -0.1, 0, -20, 13
